IDH1 R132H inh = IDH1 R132H (human) inhibition. inhibition, % at 10 µM. IDH1 R132H reductase, diaphorase/resazurin fluorescence, 60 min. 70,000 tested, 0.18% active; in the data active means inhibition above about 34%;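 further: 0% = DMSO and 100% = no enzyme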
PRC2 inh = EZH2 (human) methyltransferase inhibition. AID 651548. 57,000 tested, 0.35% active. Q15910. inhibition, % at 12.5 µM. PRC2 H3K27 methylation, DELFIA TRF, 1 h;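 active means mean inhibition of replicates at least 50% and every single replicate also reaching 50%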;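 further: dimethyl H3K27 on biotinylated H3 21-44 peptide detected by antibody; plate controls were median neutral control wells for no effect and median positive control wells for full effect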
Target sequence (Q15910 whole entry, looked up): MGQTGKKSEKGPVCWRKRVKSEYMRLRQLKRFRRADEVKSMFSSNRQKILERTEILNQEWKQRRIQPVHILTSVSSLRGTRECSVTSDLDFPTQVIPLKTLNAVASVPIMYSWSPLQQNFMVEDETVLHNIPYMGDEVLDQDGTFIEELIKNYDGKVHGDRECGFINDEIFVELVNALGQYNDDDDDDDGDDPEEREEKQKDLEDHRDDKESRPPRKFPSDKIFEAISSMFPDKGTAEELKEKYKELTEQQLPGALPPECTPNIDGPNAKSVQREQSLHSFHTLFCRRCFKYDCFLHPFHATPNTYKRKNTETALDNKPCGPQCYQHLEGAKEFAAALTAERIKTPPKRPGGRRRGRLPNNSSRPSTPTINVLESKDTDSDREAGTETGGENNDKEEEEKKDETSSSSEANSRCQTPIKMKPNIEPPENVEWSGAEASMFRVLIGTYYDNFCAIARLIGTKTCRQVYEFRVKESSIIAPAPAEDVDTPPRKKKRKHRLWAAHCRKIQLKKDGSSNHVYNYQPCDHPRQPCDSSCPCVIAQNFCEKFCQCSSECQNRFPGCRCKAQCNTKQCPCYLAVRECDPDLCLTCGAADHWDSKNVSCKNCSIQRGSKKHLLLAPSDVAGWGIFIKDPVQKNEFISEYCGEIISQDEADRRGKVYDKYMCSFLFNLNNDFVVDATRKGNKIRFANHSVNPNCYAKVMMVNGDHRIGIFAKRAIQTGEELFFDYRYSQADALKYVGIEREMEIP
Starred values were filed as active, the others as inactive; · = not tested or not shown. Not all compounds are listed; rates above refer to the full screens.

SMILES	IDH1 R132H inh	PRC2 inh
COc1ccc(NC(=O)N[C@H]2CC[C@H](CCNS(=O)(=O)c3ccccc3F)O[C@@H]2CO)cc1	-0.1	-3.0
COc1ccc(CN(C)C[C@@H]2OCCCC[C@H](C)Oc3ccc(NC(=O)Nc4ccc(C(F)(F)F)cc4)cc3C(=O)N([C@H](C)CO)C[C@H]2C)cc1	0.5	·
Cc1ccc(S(=O)(=O)Nc2cccc3c2O[C@H](CN(C)C(=O)NC(C)C)[C@@H](C)CN([C@H](C)CO)C3=O)cc1	-18.7	3.3
COc1cccc(-c2cn(CC[C@H]3CC[C@H](NS(=O)(=O)Cc4ccccc4)[C@H](CO)O3)nn2)c1	-0.9	-10.9
CO[C@@H]1CN(C)C(=O)c2cc(NC(=O)C3CCC3)ccc2OC[C@H](C)N(Cc2ccc(F)cc2)C[C@@H]1C	0.3	-4.5
COc1ccc(NC(=O)Nc2cccc3c2O[C@@H](CN(C)C(=O)Nc2ccc(F)cc2)[C@@H](C)CN([C@H](C)CO)C3=O)cc1	3.9	·
CCC(=O)N(C)C[C@@H]1Oc2cc(-c3cccc(C#N)c3)ccc2S(=O)(=O)N([C@@H](C)CO)C[C@@H]1C	-0.1	10.9
CN(C)S(=O)(=O)c1ccc(Cl)c(C(=O)Nc2ccccc2[N+](=O)[O-])c1	0.3	9.2
CCCN1C[C@@H](C)[C@@H](OC)CN(C)C(=O)c2cc(NC(=O)C3CCOCC3)ccc2OC[C@@H]1C	-0.1	6.9
CO[C@@H]1CN(C)C(=O)c2cc(NS(=O)(=O)c3cn(C)cn3)ccc2OC[C@@H](C)N(C)C[C@H]1C	·	1.8
COc1cccc(C#Cc2cnc3c(c2)C(=O)N([C@@H](C)CO)C[C@H](C)[C@H](CN(C)C(=O)C2CCOCC2)O3)c1	·	-11.9
C[C@H]1CN([C@@H](C)CO)C(=O)c2cccc(NS(=O)(=O)c3ccc(F)cc3)c2O[C@@H]1CN(C)Cc1ccc(-c2ccccc2)cc1	1.0	·
NS(=O)(=O)c1cc(Cl)c(Cl)c(S(N)(=O)=O)c1	-0.2	-5.1
C[C@@H]1CN([C@@H](C)CO)C(=O)c2c(c3ccccc3n2C)-c2ccccc2CO[C@@H]1CN(C)C(=O)NC1CCCCC1	1.1	-8.2
CCC(=O)Nc1ccc2c(c1)C(=O)N(C)C[C@@H](OC)[C@@H](C)CN(C(C)=O)[C@@H](C)CO2	0.0	6.6
C=CC(C)(O)CC(/C=C(\C)CC(/C=C(\C)CCC=C(C)C)OC(C)=O)OC(C)=O (stereo not drawn)	3.7	·
C[C@@H]1CN([C@@H](C)CO)C(=O)c2cc(C#Cc3ccccc3F)cnc2O[C@@H]1CN(C)S(C)(=O)=O	1.9	3.0
C[C@H](NC(=O)C[C@@H]1C[C@H]2c3cc(NC(=O)CC4CC4)ccc3O[C@H]2[C@@H](CO)O1)c1ccccc1	0.4	-5.7
C[C@@H]1CN([C@@H](C)CO)S(=O)(=O)c2ccc(-c3cccc(C#N)c3)cc2O[C@H]1CN(C)Cc1ccccn1	-2.5	-9.2
COc1cccc(S(=O)(=O)N(C)C[C@@H]2Oc3cc(C#CCC(C)C)ccc3S(=O)(=O)N([C@@H](C)CO)C[C@@H]2C)c1	0.0	·
C[C@H]1CN([C@@H](C)CO)C(=O)c2cc(-c3cccnc3)cnc2O[C@@H]1CN(C)C(=O)Nc1ccc(C(F)(F)F)cc1	-1.4	1.1
C[C@H](CO)N1C[C@H](C)[C@@H](CN(C)Cc2ccc3c(c2)OCO3)Oc2ncc(Br)cc2C1=O	-3.8	-6.4
C[C@@H]1CCCCO[C@@H](CN(C)CC2CC2)[C@H](C)CN([C@@H](C)CO)C(=O)c2cc(NC(=O)Nc3ccc4c(c3)OCO4)ccc2O1	8.0	·
N#Cc1c(C(F)(F)F)cc(-c2cccs2)nc1SCC(O)CN1CCSCC1 (stereo not drawn)	0.0	-18.4
Cc1noc(C)c1S(=O)(=O)Nc1ccc2c(c1)C(=O)N([C@H](C)CO)C[C@H](C)[C@H](CN(C)CC1CC1)O2	0.6	-8.2
CO[C@H]1CN(C)C(=O)c2cc(NC(=O)Nc3c(C)noc3C)ccc2OC[C@@H](C)N(CCC(F)(F)F)C[C@@H]1C	0.1	-10.7
Cc1ccc(NC(=O)CSc2ncnc3sc4c(c23)CCC4)cc1	0.1	·
CN(C)C(=O)C[C@H]1C[C@H]2c3cc(NC(=O)c4cccnc4)ccc3O[C@H]2[C@H](CO)O1	-0.7	0.5
C[C@H](CO)N1C[C@H](C)[C@H](CN(C)C(=O)Nc2cccc3ccccc23)Oc2ncc(C#Cc3ccc(C(F)(F)F)cc3)cc2C1=O	-0.4	·
CC1(C)C[C@H](O)C[C@@]2(C)[C@H]1[C@H](O)C=C1COC(=O)[C@@]12O	0.1	·
Cc1ccc(S(=O)(=O)Nc2cccc3c2O[C@@H](CN(C)C(=O)Nc2cccc4ccccc24)[C@H](C)CN([C@@H](C)CO)C3=O)cc1	1.1	·
C[C@@H]1CN([C@@H](C)CO)S(=O)(=O)c2ccc(-c3ccncc3)cc2O[C@H]1CN(C)C(=O)c1cccc(F)c1	-2.3	-3.2
C[C@@H]1CCCCO[C@H](CN(C)C(=O)CCC(F)(F)F)[C@H](C)CN([C@@H](C)CO)C(=O)c2cc(NC(=O)Cc3ccccc3)ccc2O1	1.4	·
COCC#Cc1cnc2c(c1)C(=O)N([C@H](C)CO)C[C@H](C)[C@H](CN(C)Cc1ccccc1F)O2	-4.5	19.4
COc1ccc(C#Cc2cnc3c(c2)C(=O)N([C@H](C)CO)C[C@H](C)[C@H](CN(C)C(=O)Nc2cccc4ccccc24)O3)cc1OC	·	-36.8
O=C(Nc1ccc2c(c1)[C@@H]1C[C@H](CC(=O)N3CCc4ccccc4C3)O[C@H](CO)[C@@H]1O2)C1CCC1	0.4	-22.3
COc1cc(OC)c2ccc(=O)oc2c1CC(O)C(C)(C)O (stereo not drawn)	-0.1	-2.2
CO[C@@H]1CN(C)C(=O)c2ccc(NC(C)=O)cc2OC[C@@H](C)N(C(=O)Cc2cccnc2)C[C@@H]1C	0.6	1.5
C[C@H](CO)N1C[C@H](C)[C@H](CN(C)C(=O)Oc2ccccc2)OCc2cn(nn2)CCCC1=O	·	12.4
CO[C@H]1CN(C)C(=O)c2ccc(NS(C)(=O)=O)cc2OC[C@H](C)N(C(=O)C2CCC2)C[C@H]1C	0.2	-13.2

Arranged by count of non-hydrogen atoms (smallest number first): part of the list above
SMILES	IDH1 R132H inh	PRC2 inh
Cc1ccc(NC(=O)CSc2ncnc3sc4c(c23)CCC4)cc1	0.1	·
O=C(Nc1ccc2c(c1)[C@@H]1C[C@H](CC(=O)N3CCc4ccccc4C3)O[C@H](CO)[C@@H]1O2)C1CCC1	0.4	-22.3
C[C@@H]1CCCCO[C@H](CN(C)C(=O)CCC(F)(F)F)[C@H](C)CN([C@@H](C)CO)C(=O)c2cc(NC(=O)Cc3ccccc3)ccc2O1	1.4	·

The main list resumes, repeating the three entries before the break.
SMILES	IDH1 R132H inh	PRC2 inh
CO[C@@H]1CN(C)C(=O)c2ccc(NC(C)=O)cc2OC[C@@H](C)N(C(=O)Cc2cccnc2)C[C@@H]1C	0.6	1.5
C[C@H](CO)N1C[C@H](C)[C@H](CN(C)C(=O)Oc2ccccc2)OCc2cn(nn2)CCCC1=O	·	12.4
CO[C@H]1CN(C)C(=O)c2ccc(NS(C)(=O)=O)cc2OC[C@H](C)N(C(=O)C2CCC2)C[C@H]1C	0.2	-13.2
Cc1nc([N+](=O)[O-])c(NCCO)n1Cc1ccccc1	1.5	·
C[C@@H]1CN([C@H](C)CO)C(=O)Cc2cc(NC(=O)Nc3ccc(F)cc3)ccc2O[C@@H]1CN(C)Cc1ccc(Oc2ccccc2)cc1	-2.0	·
CO[C@@H]1CN(C)C(=O)c2cc(NC(=O)C3CCC3)ccc2OC[C@@H](C)N(Cc2cccnc2)C[C@@H]1C	-0.1	-1.9
C[C@H](CO)N1C[C@H](C)[C@@H](CN(C)C(=O)Nc2ccccc2)Oc2c(NC(=O)Nc3ccc(C(F)(F)F)cc3)cccc2C1=O	0.0	-20.6
COc1ccc(C(=O)Nc2ccccc2C(=O)OCc2cccc([N+](=O)[O-])c2)cc1	-0.1	31.3
C[C@@H]1CN([C@@H](C)CO)C(=O)c2ccccc2-c2ccccc2CO[C@@H]1CN(C)C(=O)Oc1ccccc1	-1.1	-32.3
O=C(CSc1nnc(-c2ccc(Cl)cc2)n1-c1ccccc1)Nc1cccc(Cl)c1Cl	8.9	2.8
CO[C@H]1CN(C)C(=O)c2cc(NC(=O)Nc3ccccc3)ccc2OC[C@@H](C)N(C(=O)Nc2c(C)noc2C)C[C@@H]1C	-0.1	-0.4
C[C@H]1CN([C@@H](C)CO)C(=O)c2cccc(NS(=O)(=O)c3ccc(Cl)cc3)c2O[C@@H]1CN(C)Cc1ccncc1	5.0	-8.4
CCC(=O)N1C[C@H](C)[C@@H](OC)CN(C)C(=O)c2ccc(NS(C)(=O)=O)cc2OC[C@H]1C	0.0	2.4
O=C1CC(c2ccccc2)Oc2ccccc21 (stereo not drawn)	0.1	·
C[C@H](CO)N1C[C@H](C)[C@@H](CN(C)C(=O)Cc2ccccc2)Oc2ncc(C#Cc3ccccc3F)cc2C1=O	0.3	-4.0
COc1ccc(S(=O)(=O)N(C)C[C@H]2Oc3ccc(NC(=O)CCCN(C)C)cc3C(=O)N([C@@H](C)CO)C[C@@H]2C)cc1	-5.9	·
COc1ccc(S(=O)(=O)Nc2cccc3c2O[C@H](CN(C)S(=O)(=O)c2cccs2)[C@H](C)CN([C@@H](C)CO)C3=O)cc1	-4.5	·
C[C@@H]1CN([C@H](C)CO)C(=O)c2cccc(NS(C)(=O)=O)c2O[C@H]1CN(C)Cc1ccc(C(=O)Nc2ccccc2N)cc1	0.2	9.4
C[C@@H]1CN([C@@H](C)CO)C(=O)c2cc(-c3ccccc3F)cnc2O[C@H]1CN(C)C(=O)NC1CCCC1	0.7	·
C[C@@H]1CCCCO[C@@H](CN(C)C(=O)CCCN(C)C)[C@H](C)CN([C@@H](C)CO)C(=O)c2cc(NC(=O)Nc3ccc(F)cc3)ccc2O1	5.0	·
O=C(Nc1ccc2c(c1)[C@H]1C[C@@H](CC(=O)N3CCc4ccccc4C3)O[C@H](CO)[C@H]1O2)C1CCOCC1	-1.8	9.1
COc1ccccc1-c1nc(SCc2ccc(C(=O)O)cc2)n[nH]1	-1.4	17.0
C[C@@H]1CN([C@H](C)CO)C(=O)c2cc(NC(=O)NC3CCCCC3)ccc2O[C@@H]1CN(C)S(=O)(=O)c1cccs1	2.8	·
C[C@H]1CN([C@@H](C)CO)C(=O)Cc2cc(NC(=O)Cc3cn(C)c4ccccc34)ccc2O[C@H]1CN(C)Cc1ccc(Oc2ccccc2)cc1	-4.2	·
c1ccc(Cc2nc3c4c5c(sc4ncn3n2)CCCC5)cc1	-0.2	16.5
C[C@H]1CN([C@@H](C)CO)C(=O)c2cc(C#CC3CCCCC3)cnc2O[C@@H]1CN(C)Cc1cccnc1	-0.5	-3.2
CO[C@H]1CN(C)C(=O)c2cc(NC(=O)Nc3c(C)noc3C)ccc2OC[C@H](C)N(C)C[C@H]1C	0.2	-1.8
C[C@@H]1CN([C@@H](C)CO)C(=O)c2cccc(NS(=O)(=O)c3ccccc3)c2O[C@@H]1CN(C)Cc1ccc2c(c1)OCO2	-3.3	-9.2
COCC#Cc1ccc2c(c1)O[C@H](CN(C)C(=O)C1CCC1)[C@H](C)CN([C@@H](C)CO)S2(=O)=O	0.2	8.6
C[C@H]1CN([C@@H](C)CO)C(=O)c2cc(N(C)C)ccc2O[C@@H]1CN(C)C(=O)Nc1ccccc1	-3.1	·
CO[C@H]1CN(C)C(=O)c2ccc(NS(=O)(=O)c3ccc(Oc4ccccc4)cc3)cc2OC[C@@H](C)NC[C@H]1C	0.2	-1.3
C[C@@H]1CN([C@H](C)CO)C(=O)Cc2cc(NC(=O)Cn3cnnn3)ccc2O[C@H]1CN(C)C(=O)Nc1ccccc1	0.0	·
C/C=C/c1ccc2c(c1)O[C@H](CN(C)Cc1ccccc1F)[C@@H](C)CN([C@H](C)CO)S2(=O)=O	0.5	33.2
C[C@@H]1CCCCO[C@@H](CN(C)C)[C@H](C)CN([C@H](C)CO)C(=O)c2cc(NS(=O)(=O)c3ccccc3)ccc2O1	·	6.7
COc1cccc(S(=O)(=O)Nc2ccc3c(c2)C(=O)N(C)C[C@@H](OC)[C@@H](C)CN(C(=O)Cc2cccnc2)[C@H](C)CO3)c1	-0.2	5.3
C[C@@H](NC(=O)C[C@H]1C=C[C@H](NC(=O)CN2CCOCC2)[C@@H](CO)O1)c1ccccc1	-0.1	3.3
C[C@@H]1CN([C@@H](C)CO)C(=O)c2cc(C#CC3(O)CCCC3)cnc2O[C@H]1CN(C)S(=O)(=O)c1ccccc1	-0.8	3.8
O=C(C[C@H]1C=C[C@H](NC(=O)Nc2ccc(F)cc2)[C@@H](CO)O1)NCCN1CCCC1	0.4	0.5
CO[C@H]1CN(C)C(=O)c2ccc(NC(=O)C3CC3)cc2OC[C@@H](C)N(C)C[C@H]1C	0.2	3.7
C[C@@H]1CCCCO[C@@H](CN(C)C(=O)Nc2ccc(F)cc2)[C@H](C)CN([C@@H](C)CO)C(=O)c2cc(NC(=O)Cc3ccccc3)ccc2O1	1.1	·
O=C(N[C@@H]1CC[C@H](CCn2cc(-c3ccccn3)nn2)O[C@@H]1CO)c1ccccc1	-0.1	-1.2

Reprinted at random: three entries already listed, in no set order.
SMILES	IDH1 R132H inh	PRC2 inh
C[C@H]1CN([C@@H](C)CO)C(=O)c2cc(C#CC3CCCCC3)cnc2O[C@@H]1CN(C)Cc1cccnc1	-0.5	-3.2
C[C@@H]1CN([C@@H](C)CO)C(=O)c2cc(C#CC3(O)CCCC3)cnc2O[C@H]1CN(C)S(=O)(=O)c1ccccc1	-0.8	3.8
COc1cccc(S(=O)(=O)Nc2ccc3c(c2)C(=O)N(C)C[C@@H](OC)[C@@H](C)CN(C(=O)Cc2cccnc2)[C@H](C)CO3)c1	-0.2	5.3

Bioassay records: PubChem, Broad Institute
